E coli WT exp: growth inhibitors of wild-type E. coli, primary screen, strain BW25113, expanded library, OD600; OD600 absorbance; growth inhibition, % at 100 µM; AID 710, 2007; hit rate 0.15% among 98,000;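 active = growth inhibition above about 50% at one test dose, limit read from the data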;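 note: growth measured after 20 h incubation at 37 °C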
CYP2C9 inh: blockers of cytochrome P450 2C9 activity – biochemical, luminescence, ADME assay, primary screen; inhibition, % at 5 µM; CYP2C9 Supersomes, luciferin-H conversion; hit rate 20% among 96,000; P11712; AID 777, 2007;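 active = blocking of liver enzyme CYP2C9 beyond about 50% at 5 µM, limit read from the data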; note: values of inactives mirror those of a sister screen read the other way
CYP2C9 activ: human CYP2C9 activators, primary screen, biochemical, luminescence; AID 1024, 2008; activation factor at 5 µM; Cytochrome P450 2C9 (Homo sapiens), P11712; recombinant CYP2C9, luciferin-H conversion; hits give high values; factor 1 = untreated enzyme, 0 = blocked; hit rate 1.4% among 96,000;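 active = activation factor of 2 or more for CYP2C9 at a 5 µM dose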;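 note: 0 = sulfaphenazole-blocked wells and 1 = vehicle-only wells; values of inactives mirror those of a sister screen read the other way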
PostGolgi yeast: phenotypic screen on post-Golgi transport, primary screen; post-Golgi transport phenotypic cell assay; inhibition, % at 10 µM; hit rate 0.9% among 98,000; AID 739, 2007; in the data active = inhibition above about 30%;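 note: yeast cells grown in 1536-well plates; yeast grown about 18 h at 30C before absorbance read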
CYP2C19 activ: human CYP2C19 activators, primary screen, biochemical, luminescence; recombinant CYP2C19, luciferin-H EGE luminescence; hits give high values; 0 = fully inhibited enzyme, 1 = untreated enzyme; AID 1025, 2008; activation factor at 5 µM; 96,000 tested, under 10 active;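 active = activation factor of at least 2 at 5 µM in the primary screen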;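 note: 0 = wells with 2.5 mM tranylcypromine and 1 = vehicle-only wells; values of inactives mirror those of a sister screen read the other way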
CYP2C19 inhib: blockers of cytochrome P450 2C19 activity – biochemical, luminescence, ADME assay, primary screen; hit rate 21% among 96,000; CYP2C19 Supersomes, luciferin-H EGE luminescence, 30 min; inhibition, % at 5 µM;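 active = CYP2C19 inhibition above a set limit at 5 µM in the primary screen, cut at about 50% in these data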;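 note: plate controls were negative control wells for no effect and 2.5 mM tranylcypromine positive control for full effect; values of inactives mirror those of a sister screen read the other way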
PTK2B oligo ant: antagonists of Pyk2 self-association, primary screen, Q293 cells, FERM NanoBiT luminescence, HTS; hit rate 0.83% among 99,000; z-score (the deposit names both 25 µM and 10 µM); AID 1347419, 2020; Protein-tyrosine kinase 2-beta (Homo sapiens), Q14289; hits give low values;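 active = Z-score of -3 or lower, scaled per plate to the spread of control and sample wells; inactive = z-score above -3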;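 note: negative z-score means lost luminescence so less FERM oligomerization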
PLAP act: PLAP enzyme activators, biochemical, luminescence, HTS; Alkaline phosphatase, placental type (Homo sapiens), P05187; purified PLAP enzyme, luminescent substrate read-out; hits give high values; activation fold at 20 µM; hit rate 1.2% among 96,000; in the data active = activation fold above about 2
EphB4 antag: EphB4-ephrin-B2 interaction antagonists, primary screen, biochemical, TNYL-RAW peptide probe, fluorescence polarization; Ephrin type-B receptor 4 (Homo sapiens), P54760; inhibition, % at 7 µM; EphB4 LBD / TNYL-RAW-Alexa532 peptide; hit rate 0.15% among 97,000; AID 720, 2007;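 active = inhibition above the screen-wide mean inhibition plus 3 SD, cut at about 15% in these data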;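 note: 0% = DMSO wells and 100% = excess unlabeled TNYL-RAW peptide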
Target sequence (P54760 whole entry, looked up, the tested form may be a part): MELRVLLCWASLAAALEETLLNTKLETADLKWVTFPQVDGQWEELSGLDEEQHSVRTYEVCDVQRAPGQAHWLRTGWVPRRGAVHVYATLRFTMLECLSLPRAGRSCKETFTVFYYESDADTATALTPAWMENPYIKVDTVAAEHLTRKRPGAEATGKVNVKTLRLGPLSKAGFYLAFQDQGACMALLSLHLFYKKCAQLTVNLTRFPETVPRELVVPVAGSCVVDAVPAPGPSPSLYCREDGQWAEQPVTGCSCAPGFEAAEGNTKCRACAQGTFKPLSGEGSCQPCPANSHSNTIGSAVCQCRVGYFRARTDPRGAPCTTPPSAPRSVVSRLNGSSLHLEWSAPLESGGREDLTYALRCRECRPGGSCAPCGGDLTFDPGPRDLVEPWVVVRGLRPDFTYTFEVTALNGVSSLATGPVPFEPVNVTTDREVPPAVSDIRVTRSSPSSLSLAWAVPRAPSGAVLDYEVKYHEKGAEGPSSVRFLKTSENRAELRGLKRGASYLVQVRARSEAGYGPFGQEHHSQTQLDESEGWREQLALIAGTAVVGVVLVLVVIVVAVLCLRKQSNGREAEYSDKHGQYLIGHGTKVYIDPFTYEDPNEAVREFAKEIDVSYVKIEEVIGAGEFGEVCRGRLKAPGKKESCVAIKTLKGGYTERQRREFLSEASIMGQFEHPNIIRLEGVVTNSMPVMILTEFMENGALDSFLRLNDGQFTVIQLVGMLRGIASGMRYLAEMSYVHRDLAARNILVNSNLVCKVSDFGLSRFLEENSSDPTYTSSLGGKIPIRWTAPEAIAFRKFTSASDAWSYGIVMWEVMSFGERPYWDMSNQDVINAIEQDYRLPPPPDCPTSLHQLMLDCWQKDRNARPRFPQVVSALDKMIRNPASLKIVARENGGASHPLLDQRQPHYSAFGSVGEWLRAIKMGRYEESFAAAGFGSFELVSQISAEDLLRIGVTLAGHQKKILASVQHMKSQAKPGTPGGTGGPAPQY
Starred values were filed as active, the others as inactive; / = no result given. Some of the compounds tested; count on the stated rates, not on these rows.

Sequence of screens – E coli WT exp	CYP2C9 inh	CYP2C9 activ	PostGolgi yeast	CYP2C19 activ	CYP2C19 inhib	PTK2B oligo ant	PLAP act	EphB4 antag
#1 CN1CCN(CCC(=O)N2c3ccccc3Sc3ccc(C(F)(F)F)cc32)CC1
  4	17	0.8	3	0.8	19	0.49	1.8	-3
#2 O=C(NCCc1c[nH]c2ccccc12)c1cccnc1
  3	4	1	-5	0.6	39	/	1.1	3
#3 CCOc1ccc(C(=O)OCCN(CC)CC)cc1
  -2	25	0.7	10	0.9	9	1	0.9	1
#4 O=C(CCN1CCC(c2ccccc2)C1)c1ccc2c(c1)OCCO2 (centres undefined)
  13	-30	1.3	4	1.1	-5	/	1.1	11
#5 CCN(CC)CCOC(=O)C1(c2ccccc2)CCCC1
  4	0	1	4	1	4	-0.61	1.5	-10
#6 CCOc1ccc(NC(=O)Cn2cc(C(=O)c3ccco3)c3ccccc32)cc1
  -2	11	0.9	-5	1	-2	-1.6	1.1	-5

One compound at a time, as listed above. Order of values: E coli WT exp | CYP2C9 inh | CYP2C9 activ | PostGolgi yeast | CYP2C19 activ | CYP2C19 inhib | PTK2B oligo ant | PLAP act | EphB4 antag
CCN(CC)CCOC(=O)C1(c2ccccc2)CCCC1 is listed with 4 | 0 | 1 | 4 | 1 | 4 | -0.61 | 1.5 | -10
CCOc1ccc(NC(=O)Cn2cc(C(=O)c3ccco3)c3ccccc32)cc1 is listed with -2 | 11 | 0.9 | -5 | 1 | -2 | -1.6 | 1.1 | -5
CCOc1ccc(C(=O)OCCN(CC)CC)cc1 is listed with -2 | 25 | 0.7 | 10 | 0.9 | 9 | 1 | 0.9 | 1

3 structures from above, ordered by SMILES length, smallest number first:
Sequence of screens – E coli WT exp	CYP2C9 inh	CYP2C9 activ	PostGolgi yeast	CYP2C19 activ	CYP2C19 inhib	PTK2B oligo ant	PLAP act	EphB4 antag
#5 CCN(CC)CCOC(=O)C1(c2ccccc2)CCCC1
  4	0	1	4	1	4	-0.61	1.5	-10
#4 O=C(CCN1CCC(c2ccccc2)C1)c1ccc2c(c1)OCCO2 (centres undefined)
  13	-30	1.3	4	1.1	-5	/	1.1	11
#6 CCOc1ccc(NC(=O)Cn2cc(C(=O)c3ccco3)c3ccccc32)cc1
  -2	11	0.9	-5	1	-2	-1.6	1.1	-5

Compound activity: PubChem BioAssay, several laboratories
